Bioassay records: PubChem BioAssay, several laboratories
Bcl-2 Bim block: inhibitors of Bim-Bcl-2 binding, primary screen, biochemical, multiplexed, human Bcl-2 family; 190,000 compounds, 0.06% hits; inhibition, % at 10 µM; Bead-based flow cytometry, Bim peptide-Bcl-2 binding; AID 950, 2007; in the data active = inhibition above about 40%; inconclusive = no clear call, values can overlap the other calls;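 note: 0% = no compound wells with probe peptide and 100% = reference peptide inhibitor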
Target sequence (P10415 whole entry, looked up): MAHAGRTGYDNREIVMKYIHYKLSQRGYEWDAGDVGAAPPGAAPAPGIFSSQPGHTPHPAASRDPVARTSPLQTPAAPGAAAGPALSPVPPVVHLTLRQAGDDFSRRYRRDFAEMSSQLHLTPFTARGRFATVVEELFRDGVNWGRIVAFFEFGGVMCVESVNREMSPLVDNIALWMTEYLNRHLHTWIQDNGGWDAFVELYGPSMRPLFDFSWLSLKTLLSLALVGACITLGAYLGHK
Bcl-W Bim block: inhibitors of Bim binding to Bcl-W, primary screen, biochemical, multiplexed, bead-based flow cytometry. Bcl-2-like protein 2 (Homo sapiens), Q92843. Bim peptide-Bcl-W binding. inhibition, % at 10 µM. 190,000 compounds, 0.02% hits;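 note: 0% = bound tracer without compound and 100% = peptide blocker; higher means less fluorescent Bim peptide bound to Bcl-W beads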
Bim-Bcl-B: inhibitors of Bim-Bcl-B binding, primary screen, biochemical, multiplexed, human Bcl-2 family; AID 951, 2007; bead-based flow cytometry, Bim peptide-Bcl-B binding; Bcl-2-like protein 10 (Homo sapiens), Q9HD36; 190,000 compounds, 0.073% hits; inhibition, % at 10 µM;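 note: 0% = tracer peptide without compound and 100% = reference inhibitor peptide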
Target sequence (Q9HD36 whole entry, looked up): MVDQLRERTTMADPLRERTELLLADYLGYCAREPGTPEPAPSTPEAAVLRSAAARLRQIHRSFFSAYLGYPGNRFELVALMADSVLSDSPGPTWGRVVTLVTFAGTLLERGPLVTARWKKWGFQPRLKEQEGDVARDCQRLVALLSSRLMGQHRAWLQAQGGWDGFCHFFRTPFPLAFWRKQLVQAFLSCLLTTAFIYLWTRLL
RGS8-Gao: RGS8-Galphao binding modulators, primary screen, biochemical, multiplexed bead flow cytometry; Guanine nucleotide-binding protein G(o) subunit alpha (Homo sapiens), P09471; actives lie on both sides; response (percent of control binding), % at 10 µM; 220,000 compounds, 0.34% hits; in the data active = response below about 60% or above about 140%; inactive = in between;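 note: Galphao activated as the GDP aluminium fluoride complex binding bead-coupled RGS8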
RGS4-Gao reg: modulators of RGS4 binding to Galphao, primary screen, biochemical, multiplexed bead flow cytometry | 220,000 compounds, 0.33% hits | binding response (% of control), % at 10 µM | Guanine nucleotide-binding protein G(o) subunit alpha (Homo sapiens), P09471 | AID 1415, 2008 | actives lie on both sides; in the data active = binding response below about 49% or above about 150%; inactive = in between;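 note: fluorescent Galphao activated with aluminum fluoride binding bead-coupled RGS4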
Mcl-1 Bim block: inhibitors of Bim peptide binding to Mcl-1, primary screen, biochemical, bead-based flow cytometry, multiplex; 190,000 compounds, 0.1% hits; Induced myeloid leukemia cell differentiation protein Mcl-1 (Homo sapiens), Q07820; Bim peptide-Mcl-1 binding; inhibition, % at 10 µM;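 note: 0% = no compound tracer wells and 100% = peptide blocker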
Target sequence (Q07820 whole entry, looked up): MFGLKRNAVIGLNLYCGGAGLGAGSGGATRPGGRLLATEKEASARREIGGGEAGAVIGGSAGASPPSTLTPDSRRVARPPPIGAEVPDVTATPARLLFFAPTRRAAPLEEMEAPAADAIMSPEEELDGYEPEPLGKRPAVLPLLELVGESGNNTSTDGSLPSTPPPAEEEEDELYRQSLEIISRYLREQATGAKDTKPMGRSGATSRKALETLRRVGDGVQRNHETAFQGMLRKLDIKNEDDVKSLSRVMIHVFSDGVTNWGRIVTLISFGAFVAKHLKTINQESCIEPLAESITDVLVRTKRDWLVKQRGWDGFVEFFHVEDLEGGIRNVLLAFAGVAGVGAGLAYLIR
Bcl-XL Bim block: inhibitors of Bim-Bcl-XL binding, primary screen, biochemical, multiplexed, bead flow cytometry, human Bcl-XL; Bcl-2-like protein 1 (Homo sapiens), Q07817; Bim peptide-Bcl-XL binding, fluorescence; inhibition, % at 10 µM; 190,000 compounds, 0.04% hits; AID 1007, 2008
Target sequence (Q07817 whole entry, looked up): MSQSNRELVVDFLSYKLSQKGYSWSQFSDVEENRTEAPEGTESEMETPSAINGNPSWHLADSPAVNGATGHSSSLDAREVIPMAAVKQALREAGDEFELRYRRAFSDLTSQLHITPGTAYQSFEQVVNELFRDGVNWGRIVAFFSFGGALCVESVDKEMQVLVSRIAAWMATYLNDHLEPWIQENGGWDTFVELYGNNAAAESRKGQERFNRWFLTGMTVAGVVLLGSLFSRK
Bim-Bfl-1: inhibitors of Bim binding to Bfl-1, primary screen, biochemical, multiplexed, bead-based flow cytometry; AID 1008, 2008; 190,000 compounds, 0.12% hits; inhibition, % at 10 µM; Bcl-2-related protein A1 (Homo sapiens), Q16548; Bim-Bfl-1 binding inhibition;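 note: 0% = wells without compound plus tracer and 100% = blocker peptide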
RGS7-Gao reg: RGS7-Galphao binding modulators, primary screen, biochemical, multiplexed bead flow cytometry; binding response (% of control), % at 10 µM; 220,000 compounds, 0.35% hits; Guanine nucleotide-binding protein G(o) subunit alpha (Homo sapiens), P09471; AID 1439, 2008; actives lie on both sides; in the data active = binding response below about 49% or above about 150%; inconclusive = no clear call, values can overlap the other calls; inactive = in between;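 note: fluorescent Galphao held in activated GDP-AlF4 state binding bead-coupled RGS7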
Mcl1 Bid PPI: Mcl-1/Bid binding inhibitors, primary screen, biochemical, TR-FRET, 1536-well. Induced myeloid leukemia cell differentiation protein Mcl-1 (Homo sapiens), Q07820. TR-FRET Mcl-1/Bid-Dy647 peptide binding. inhibition, % at 21.7 µM. 220,000 compounds, 0.97% hits. AID 1021, 2008;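 active = compounds that cut the binding signal by more than half at the single screening dose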;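 note: His-tagged Mcl-1 with europium anti-His antibody binding Bid BH3 peptide; 0% = Mcl-1 plus peptide wells and 100% = peptide-only wells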
Mcl1-Noxa inh: Mcl-1/Noxa binding inhibitors, primary screen, biochemical, TR-FRET, 1536-well | AID 1022, 2008 | TR-FRET Mcl-1/Noxa peptide binding, 2 h | inhibition, % at 21.7 µM | Induced myeloid leukemia cell differentiation protein Mcl-1 (Homo sapiens), Q07820 | 220,000 compounds, 1.5% hits;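 active = compounds that cut the protein-peptide binding signal by more than 50% relative to plate controls in a single-dose test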;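 note: His-tagged Mcl-1 with rhodamine Noxa BH3 peptide and terbium anti-His antibody; 0% = Mcl-1 plus Noxa peptide wells and 100% = peptide-only wells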
Numbers without * were called inactive. Cut-off read from the data, not from the text of the source, unless noted: active = inhibition above about 40%. Rows are unselected, and some 2.7% of all compounds hit somewhere here.

Results for Cc1ccc(/C=N/NC(=O)Cc2cccn2C)s1 ?
Bcl-2 Bim block: 0.0; Bcl-W Bim block: -2.0; Bim-Bcl-B: -4.0; RGS8-Gao: 99.5; RGS4-Gao reg: 89.9; Mcl-1 Bim block: -1.0; Bcl-XL Bim block: -6.0; Bim-Bfl-1: 0.0; RGS7-Gao reg: 92.6; Mcl1 Bid PPI: -3.2; Mcl1-Noxa inh: 13.5

How did COC(=O)Cn1ncn2cccc2c1=O do in these assays?
Bcl-2 Bim block: -14.0; Bcl-W Bim block: 1.0; Bim-Bcl-B: -7.0; RGS8-Gao: 100.6; RGS4-Gao reg: 100.7; Mcl-1 Bim block: -2.0; Bcl-XL Bim block: -4.0; Bim-Bfl-1: -19.0; RGS7-Gao reg: 105.4; Mcl1 Bid PPI: -3.5; Mcl1-Noxa inh: -2.7

Results for CCN(CC)CCC/C(=N\O)C(O)(c1ccccc1)c1ccccc1 ?
Bcl-2 Bim block: 0.0; Bcl-W Bim block: -1.0; Bim-Bcl-B: -4.0; RGS8-Gao: 102.9; RGS4-Gao reg: 100.9; Mcl-1 Bim block: -3.0; Bcl-XL Bim block: 0.0; Bim-Bfl-1: -7.0; RGS7-Gao reg: 98.6; Mcl1 Bid PPI: -12.0; Mcl1-Noxa inh: 15.7

How did CCCS(=O)(=O)c1c(S(=O)(=O)CCC)c2cnccn2c1C(=O)c1ccc(CC)cc1 do in these assays?
Bcl-2 Bim block: 6.0; Bcl-W Bim block: -3.0; Bim-Bcl-B: -5.0; RGS8-Gao: 102.1; RGS4-Gao reg: 100.0; Mcl-1 Bim block: -2.0; Bcl-XL Bim block: -4.0; Bim-Bfl-1: 5.0; RGS7-Gao reg: 99.5; Mcl1 Bid PPI: -5.6; Mcl1-Noxa inh: -15.4

Results for Cc1nn(C)c(C(=O)NNC(=S)Nc2ccc(F)cc2)c1[N+](=O)[O-] ?
Bcl-2 Bim block: -10.0; Bcl-W Bim block: 5.0; Bim-Bcl-B: -11.0; RGS8-Gao: 97.6; RGS4-Gao reg: 99.3; Mcl-1 Bim block: -2.0; Bcl-XL Bim block: -16.0; Bim-Bfl-1: -6.0; RGS7-Gao reg: 105.2; Mcl1 Bid PPI: -109.4; Mcl1-Noxa inh: -8.2

Results for CCn1c(SCC(=O)OC(C)C)nnc1-c1ccccc1OC ?
Bcl-2 Bim block: -2.0; Bcl-W Bim block: -1.0; Bim-Bcl-B: 0.0; RGS8-Gao: 103.8; RGS4-Gao reg: 100.5; Mcl-1 Bim block: 0.0; Bcl-XL Bim block: -3.0; Bim-Bfl-1: -3.0; RGS7-Gao reg: 106.0; Mcl1 Bid PPI: -16.7; Mcl1-Noxa inh: 9.9

Results for Cc1ccc(S(=O)(=O)Cn2nnnc2C(CC(C)C)N2CCN(C(=O)c3ccco3)CC2)cc1 (centres undefined) ?
Bcl-2 Bim block: 0.0; Bcl-W Bim block: -1.0; Bim-Bcl-B: 0.0; RGS8-Gao: 105.0; RGS4-Gao reg: 99.9; Mcl-1 Bim block: 0.0; Bcl-XL Bim block: -1.0; Bim-Bfl-1: -2.0; RGS7-Gao reg: 101.0; Mcl1 Bid PPI: 7.3; Mcl1-Noxa inh: 23.0

What do the screens show for `OCCCNc1nc(-c2ccc(Br)cc2)nnc1-c1ccc(Cl)cc1`?
Bcl-2 Bim block: 2.0; Bcl-W Bim block: 0.0; Bim-Bcl-B: 2.0; RGS8-Gao: 103.3; RGS4-Gao reg: 101.7; Mcl-1 Bim block: 5.0; Bcl-XL Bim block: 2.0; Bim-Bfl-1: 1.0; RGS7-Gao reg: 98.9; Mcl1 Bid PPI: -9.4; Mcl1-Noxa inh: 9.9

How did O=C(CN1CCOCC1)Nc1nc2ccc([N+](=O)[O-])cc2s1 do in these assays?
Bcl-2 Bim block: -2.0; Bcl-W Bim block: 0.0; Bim-Bcl-B: -2.0; RGS8-Gao: 102.7; RGS4-Gao reg: 101.7; Mcl-1 Bim block: 3.0; Bcl-XL Bim block: -2.0; Bim-Bfl-1: -5.0; RGS7-Gao reg: 98.8; Mcl1 Bid PPI: -32.9; Mcl1-Noxa inh: -14.5

How did Cc1ccc(C)c(NC(=O)C2CC=CCC2C(=O)O)c1 (centres undefined) do in these assays?
Bcl-2 Bim block: -7.0; Bcl-W Bim block: -3.0; Bim-Bcl-B: -5.0; RGS8-Gao: 102.8; RGS4-Gao reg: 119.4; Mcl-1 Bim block: 0.0; Bcl-XL Bim block: -10.0; Bim-Bfl-1: -11.0; RGS7-Gao reg: 110.0; Mcl1 Bid PPI: -15.9; Mcl1-Noxa inh: 6.9

What do the screens show for `CCOc1ccc(N=Nc2c(=O)[nH]n3c(=O)cc(C)[nH]c23)cc1`?
Bcl-2 Bim block: 3.0; Bcl-W Bim block: 2.0; Bim-Bcl-B: 3.0; RGS8-Gao: 102.3; RGS4-Gao reg: 105.8; Mcl-1 Bim block: 3.0; Bcl-XL Bim block: 0.0; Bim-Bfl-1: 0.0; RGS7-Gao reg: 105.4; Mcl1 Bid PPI: -35.5; Mcl1-Noxa inh: 27.8

How did O=C(Nc1ccc(OCC(=O)N2CCOCC2)cc1)c1cncc(Br)c1 do in these assays?
Bcl-2 Bim block: -1.0; Bcl-W Bim block: -2.0; Bim-Bcl-B: -6.0; RGS8-Gao: 100.8; RGS4-Gao reg: 101.0; Mcl-1 Bim block: -5.0; Bcl-XL Bim block: -6.0; Bim-Bfl-1: -1.0; RGS7-Gao reg: 101.2; Mcl1 Bid PPI: -10.4; Mcl1-Noxa inh: -1.0

What do the screens show for `O=c1[nH]c(Nc2ccc3c(c2)OCCO3)nnc1Cc1ccccc1`?
Bcl-2 Bim block: -4.0; Bcl-W Bim block: -2.0; Bim-Bcl-B: -7.0; RGS8-Gao: 105.4; RGS4-Gao reg: 102.1; Mcl-1 Bim block: -1.0; Bcl-XL Bim block: -5.0; Bim-Bfl-1: -11.0; RGS7-Gao reg: 102.8; Mcl1 Bid PPI: -19.2; Mcl1-Noxa inh: -8.3

Results for CCOc1cc(N2CCOCC2)c(OCC)cc1NC(=O)C1=NN(c2cccc(C)c2)C(=O)CC1 ?
Bcl-2 Bim block: 0.0; Bcl-W Bim block: 0.0; Bim-Bcl-B: -8.0; RGS8-Gao: 101.7; RGS4-Gao reg: 102.9; Mcl-1 Bim block: -3.0; Bcl-XL Bim block: -6.0; Bim-Bfl-1: -1.0; RGS7-Gao reg: 100.7; Mcl1 Bid PPI: -12.2; Mcl1-Noxa inh: 15.3

Results for CC(=O)C1=C(O)C(=O)N(c2ccc(Br)cn2)C1c1ccc(F)cc1 (centres undefined) ?
Bcl-2 Bim block: 6.0; Bcl-W Bim block: 0.0; Bim-Bcl-B: 2.0; RGS8-Gao: 100.0; RGS4-Gao reg: 102.7; Mcl-1 Bim block: 0.0; Bcl-XL Bim block: 2.0; Bim-Bfl-1: 4.0; RGS7-Gao reg: inconclusive; Mcl1 Bid PPI: -2.1; Mcl1-Noxa inh: 31.9

What do the screens show for `O=[N+]([O-])c1ccc(/C=N/NC(=S)Nc2ccccc2F)o1`?
Bcl-2 Bim block: -3.0; Bcl-W Bim block: -4.0; Bim-Bcl-B: -8.0; RGS8-Gao: 93.0; RGS4-Gao reg: 106.3; Mcl-1 Bim block: -2.0; Bcl-XL Bim block: -7.0; Bim-Bfl-1: -1.0; RGS7-Gao reg: 103.4; Mcl1 Bid PPI: -43.7; Mcl1-Noxa inh: 25.1

How did O=C(COC(=O)/C=C/c1ccccc1)NCC1CCCO1 (centres undefined) do in these assays?
Bcl-2 Bim block: -5.0; Bcl-W Bim block: -2.0; Bim-Bcl-B: -6.0; RGS8-Gao: 99.7; RGS4-Gao reg: 101.4; Mcl-1 Bim block: -1.0; Bcl-XL Bim block: -6.0; Bim-Bfl-1: -9.0; RGS7-Gao reg: 104.7; Mcl1 Bid PPI: 5.9; Mcl1-Noxa inh: 6.0

What do the screens show for `Nc1ccc[n+](Cc2ccccn2)c1`?
Bcl-2 Bim block: -2.0; Bcl-W Bim block: -1.0; Bim-Bcl-B: 0.0; RGS8-Gao: 100.8; RGS4-Gao reg: 100.2; Mcl-1 Bim block: 1.0; Bcl-XL Bim block: -1.0; Bim-Bfl-1: -5.0; RGS7-Gao reg: 99.9; Mcl1 Bid PPI: -18.3; Mcl1-Noxa inh: 7.0

How did Cc1ccc(CNC(=O)Cn2cc(C(F)(F)F)ccc2=O)cc1 do in these assays?
Bcl-2 Bim block: 0.0; Bcl-W Bim block: 0.0; Bim-Bcl-B: -5.0; RGS8-Gao: 101.7; RGS4-Gao reg: 94.6; Mcl-1 Bim block: -3.0; Bcl-XL Bim block: -3.0; Bim-Bfl-1: 0.0; RGS7-Gao reg: 98.0; Mcl1 Bid PPI: -16.3; Mcl1-Noxa inh: 10.4

How did CC(C)c1ccc(/C=C/C(=O)Nc2nncs2)cc1 do in these assays?
Bcl-2 Bim block: 1.0; Bcl-W Bim block: -3.0; Bim-Bcl-B: -8.0; RGS8-Gao: 103.6; RGS4-Gao reg: 101.7; Mcl-1 Bim block: -2.0; Bcl-XL Bim block: -3.0; Bim-Bfl-1: 0.0; RGS7-Gao reg: 100.8; Mcl1 Bid PPI: -12.2; Mcl1-Noxa inh: 0.7

Results for N#Cc1ccccc1Sc1ccccc1C(=O)OCc1nnc(-c2ccccc2)o1 ?
Bcl-2 Bim block: -5.0; Bcl-W Bim block: -1.0; Bim-Bcl-B: -2.0; RGS8-Gao: 100.7; RGS4-Gao reg: 99.7; Mcl-1 Bim block: 0.0; Bcl-XL Bim block: -3.0; Bim-Bfl-1: -4.0; RGS7-Gao reg: 99.8; Mcl1 Bid PPI: -18.5; Mcl1-Noxa inh: -0.2
